# SR-BI uptake up: activators of SR-BI mediated HDL lipid uptake; 0.096% of 320,000 active; CHO ldlA[mSR-BI] cells, DiI-HDL uptake fluorescence, 3 h; 100 = double the neutral-control signal; activation, % at 12.5 µM; AID 504775;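 active = mean replicate activation of at least 60% and every replicate at or above 60%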;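 also: 0% = median plate neutral-control signal and 100% = twice that signal; values of inactives mirror those of a sister screen read the other way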
#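 Assay system: CHO ldlA[mSR-BI] cells, LDL receptor-null, SR-BI overexpressing; medium: Ham's F12 with 0.5% BSA, HEPES 25 mM, pH 7.4; also added: DiI-HDL 10 µg/mL; timing: 3 h uptake period with compound, 37 °C; signal: DiI fluorescence, bottom read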
# PKA-R2B activ: activates the human PKA-R2B holoenzyme complex. 0.079% of 340,000 active. activation, % at 11.4 µM. AID 504700. PKA-R2B holoenzyme dissociation, Cy5-IP20 fluorescence polarization; R2B truncated from residue 108, S112A mutant; 0% DMSO only, 100% 113 µM cGMP. P22694+P31323;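 active = activation above a cutoff set at the mean over all compounds plus 3 SD, cut at about 18% in these data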;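 also: higher means more holoenzyme dissociation and a rise in polarization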
# Target sequence (P31323 whole entry, looked up, other chains not shown, the tested form may be a part): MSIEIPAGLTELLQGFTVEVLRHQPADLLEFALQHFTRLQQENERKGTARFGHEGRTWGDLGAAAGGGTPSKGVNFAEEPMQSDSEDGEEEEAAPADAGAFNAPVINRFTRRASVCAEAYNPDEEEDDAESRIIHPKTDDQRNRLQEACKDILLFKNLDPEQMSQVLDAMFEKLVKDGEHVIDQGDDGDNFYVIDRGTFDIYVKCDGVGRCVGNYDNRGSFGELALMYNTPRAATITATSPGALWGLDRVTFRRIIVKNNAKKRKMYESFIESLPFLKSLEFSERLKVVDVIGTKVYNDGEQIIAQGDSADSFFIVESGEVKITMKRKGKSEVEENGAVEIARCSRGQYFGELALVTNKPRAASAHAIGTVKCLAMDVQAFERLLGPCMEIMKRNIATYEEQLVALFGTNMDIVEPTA
# LANA DNA inh: inhibitors of KSHV LANA C-terminal domain DNA binding. MBP-C-LANA/FAM-LBS DNA binding, fluorescence polarization. inhibition, % at 9 µM. 0.078% of 340,000 active. AID 504423;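 active = highest replicate inhibition at or above 60% at 9 µM, even if other replicates fall short; inactive = all replicates below 60% inhibition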;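 also: 0% = neutral control wells and 100% = 4 µM acridine orange control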
# RTF Ca sens inh: cardiac RTF calcium desensitization | P19429+P45379 | inhibition, % at 7.15 µM | 0.12% of 340,000 active | IANBD-labeled cardiac RTF, Ca2+ fluorescence;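 active = inhibition above the mean inhibition of all tested compounds plus 3 SD, cut at about 17% in these data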;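 also: assay run at fixed EC70 calcium of 1.6 mM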
# NSD2 HMT inh: blocks human histone methyltransferase NSD2; inhibition, % at 12.5 µM; O96028; 0.54% of 310,000 active; AID 743445; NSD2 peptide methylation, AlphaScreen, 120 min; in the data active = inhibition above about 50%
# SR-BI DiI inh: mouse SR-BI HDL lipid transfer inhibition; Q61009; ldlA[mSR-BI] CHO cells, DiI-HDL uptake fluorescence, 3 h; inhibition, % at 12.5 µM; 0.96% of 320,000 active;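 active = mean replicate inhibition of at least 70% and a set share of replicates each scoring 70 or more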;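 also: 0% = median of neutral control wells and 100% = median of positive control wells; values of inactives mirror those of a sister screen read the other way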
# Target sequence (Q61009 whole entry, looked up): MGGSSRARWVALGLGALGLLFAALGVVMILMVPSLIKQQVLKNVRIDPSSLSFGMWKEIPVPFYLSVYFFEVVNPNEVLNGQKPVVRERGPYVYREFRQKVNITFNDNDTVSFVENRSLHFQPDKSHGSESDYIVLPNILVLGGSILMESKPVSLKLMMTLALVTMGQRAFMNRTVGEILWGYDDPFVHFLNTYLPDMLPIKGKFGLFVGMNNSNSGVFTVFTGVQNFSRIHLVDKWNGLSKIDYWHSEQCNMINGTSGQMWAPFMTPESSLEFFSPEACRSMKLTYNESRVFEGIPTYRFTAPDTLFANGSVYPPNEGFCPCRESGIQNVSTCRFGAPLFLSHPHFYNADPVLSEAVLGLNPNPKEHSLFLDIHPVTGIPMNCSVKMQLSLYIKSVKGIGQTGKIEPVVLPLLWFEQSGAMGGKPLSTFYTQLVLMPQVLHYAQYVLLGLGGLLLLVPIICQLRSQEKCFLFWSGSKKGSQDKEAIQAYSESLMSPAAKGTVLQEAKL
# Arr AP2 block: inhibitors of human beta-arrestin and AP2 interaction; FITC-arrestin peptide / GST-AP2 beads, flow cytometry; AP2 beta2 appendage carries R879A mutation; inhibition, % at 10 µM; 0.31% of 340,000 active; AID 504490;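 active = inhibition above a set limit, near 3 SD of compounds lacking own fluorescence, cut at about 54% in these data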;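 also: plate controls were DMSO wells for no effect and 5 µM unlabelled arrestin peptide for full effect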
#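 System: GST-AP2 R879A glutathione beads. Medium: PBS with 0.05% Tween 20 and 0.1% BSA. Also added: FITC-arrestin peptide, 50 nM. Incubation: 12 min plus 1 h, RT. Measured by: high-throughput flow cytometry of beads, ex 488, em 535 nm. Evaluation: percent drop in bead-associated FITC signal.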
# PvdQ inh: blocks Pseudomonas aeruginosa PvdQ acylase activity; purified PvdQ acylase, fluorescence plate reader; inhibition, % at 10 µM; 0.063% of 340,000 active; in the data active = inhibition above about 30%, passing the limit was not always enough;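 also: 0% = vehicle neutral wells and 100% = reference inhibitor wells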
# DAGLB inh: diacylglycerol lipase beta (human) inhibition; Q8NCG7; inhibition, % at 5.17 µM; AID 504411; HEK293T DAGLB membrane lysate, EnzChek fluorogenic substrate; 0.059% of 340,000 active; in the data active = inhibition above about 34%;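 also: 0% = enzyme with vehicle and 100% = wells lacking enzyme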
# Keap1 Nrf2 FP: disrupts human Keap1 binding to Nrf2 peptide. Q14145. Keap1 Kelch-Nrf2 peptide fluorescence polarization, 1536-well. inhibition, % at 9.4 µM. 0.15% of 340,000 active. AID 504523; in the data active = inhibition above about 12%;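 also: human Keap1 Kelch domain with fluorescein labeled Nrf2 9mer peptide probe; 0% = neutral control wells and 100% = peptide positive control; higher means more block of Keap1 binding to Nrf2 peptide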
# * = called active by the depositor; / = not tested or not shown.
# The opening 5 compounds as a preview:
# Short keys – A = SR-BI uptake up; B = PKA-R2B activ; C = LANA DNA inh; D = RTF Ca sens inh; E = NSD2 HMT inh; F = SR-BI DiI inh; G = Arr AP2 block; H = PvdQ inh; I = DAGLB inh; J = Keap1 Nrf2 FP
Cc1cccc(CN(CC(=O)N/N=C/c2ccco2)S(=O)(=O)c2ccc(Cl)cc2)c1
  A = 25; B = -10; C = 1.5; D = -6; E = 3; F = -25; G = -5; H = -3; I = 1; J = 0
COc1ccc(NC(C)=O)cc1NC(=O)c1ccc2ccccc2c1
  A = -21; B = -14; C = 2.6; D = -16; E = -6; F = 21; G = 1; H = -12; I = 4; J = -3
COc1cc(OC)c(OC)cc1CN1CCN(Cc2cccc(F)c2)CC1
  A = -21; B = 6; C = 0.2; D = -4; E = 4; F = 21; G = 5; H = -3; I = 0; J = -8
O=C1CCN(C(=S)NCc2ccccc2)CC1
  A = 46; B = 2; C = -0.9; D = -7; E = -6; F = -46; G = -4; H = -14; I = 2; J = 1
CCCCn1c(N)c(N(CC(C)C)C(=O)c2oc3ccc(Br)cc3c2C)c(=O)[nH]c1=O
  A = -34; B = -7; C = 2.5; D = -10; E = -1; F = 34; G = -11; H = -3; I = 9; J = 3

# Main list (from the top)
# Short keys – A = SR-BI uptake up; B = PKA-R2B activ; C = LANA DNA inh; D = RTF Ca sens inh; E = NSD2 HMT inh; F = SR-BI DiI inh; G = Arr AP2 block; H = PvdQ inh; I = DAGLB inh; J = Keap1 Nrf2 FP
Cc1cccc(CN(CC(=O)N/N=C/c2ccco2)S(=O)(=O)c2ccc(Cl)cc2)c1
  A = 25; B = -10; C = 1.5; D = -6; E = 3; F = -25; G = -5; H = -3; I = 1; J = 0
COc1ccc(NC(C)=O)cc1NC(=O)c1ccc2ccccc2c1
  A = -21; B = -14; C = 2.6; D = -16; E = -6; F = 21; G = 1; H = -12; I = 4; J = -3
COc1cc(OC)c(OC)cc1CN1CCN(Cc2cccc(F)c2)CC1
  A = -21; B = 6; C = 0.2; D = -4; E = 4; F = 21; G = 5; H = -3; I = 0; J = -8
O=C1CCN(C(=S)NCc2ccccc2)CC1
  A = 46; B = 2; C = -0.9; D = -7; E = -6; F = -46; G = -4; H = -14; I = 2; J = 1
CCCCn1c(N)c(N(CC(C)C)C(=O)c2oc3ccc(Br)cc3c2C)c(=O)[nH]c1=O
  A = -34; B = -7; C = 2.5; D = -10; E = -1; F = 34; G = -11; H = -3; I = 9; J = 3
Cn1c(=O)c(Sc2ccccc2)c(O)c2ccccc21
  A = 17; B = 0; C = 0.5; D = 9; E = -4; F = -17; G = -4; H = -8; I = -1; J = 2
Cc1c(CN2CCN(c3cccc(C(F)(F)F)c3)CC2)c(=O)n(-c2ccccc2)n1C
  A = 13; B = -2; C = 0.6; D = -7; E = 8; F = -13; G = 1; H = 0; I = 0; J = 1
O=C(NC1CCCCCC1)c1cccc(S(=O)(=O)N2CCOCC2)c1
  A = -4; B = 9; C = 0.4; D = 1; E = 0; F = 4; G = -19; H = -4; I = 2; J = 7
O=C(CCC(=O)N1CCN(S(=O)(=O)c2ccc3ccccc3c2)CC1)NCC(F)(F)F
  A = 0; B = -5; C = -0.3; D = -11; E = 3; F = 0; G = -5; H = -5; I = -2; J = 2
Cc1ccc(C)c(N(CC(=O)NC2CCCC2)C(=O)c2oc(C(C)(C)C)cc2C)c1
  A = 14; B = -4; C = -0.3; D = -6; E = /; F = -14; G = 7; H = 7; I = -11; J = 0
CC(=O)NCC(=O)NNC1CC(=O)N(c2cccc(Cl)c2)C1=O (centres undefined)
  A = 15; B = -2; C = 0.6; D = 3; E = -2; F = -15; G = 13; H = 20; I = -1; J = -1
O=C(CN1CCN(S(=O)(=O)c2ccc(F)cc2)CC1)Nc1cc(C(F)(F)F)ccc1Cl
  A = -9; B = -6; C = 1.3; D = 1; E = 1; F = 9; G = -9; H = 6; I = -7; J = -2
COc1ccc(N(CC(=O)Nc2ccccc2C(=O)NCc2ccco2)S(C)(=O)=O)cc1
  A = 20; B = -6; C = -0.5; D = -10; E = 0; F = -20; G = 8; H = -12; I = 0; J = -3
O=C(Nc1ccccc1Cl)N1CCN(c2ccccn2)CC1
  A = 4; B = 5; C = 0.9; D = -8; E = -3; F = -4; G = -3; H = -14; I = 1; J = -2
CC1CC(C)CN(CC(=O)N2CCCc3c2c(=O)oc2ccc(OCc4ccccc4)cc32)C1 (centres undefined)
  A = -27; B = -9; C = -0.9; D = 3; E = 1; F = 27; G = 12; H = -10; I = -13; J = -2
COC(=O)c1ccc(NC(=O)C[n+]2ccccc2C)cc1
  A = 13; B = -7; C = 3.6; D = -3; E = -1; F = -13; G = -5; H = -1; I = -1; J = 7
CCN(CC)S(=O)(=O)c1ccc(NC(=O)COC(=O)CNC(=O)C2CCCCC2)cc1
  A = 20; B = -2; C = -0.5; D = -21; E = -1; F = -20; G = 2; H = 4; I = -1; J = 1
CSc1nnc(C)c(/C=C/Nc2ccc(F)cc2F)n1
  A = -19; B = 11; C = -1.1; D = -1; E = 0; F = 19; G = 7; H = -12; I = 1; J = -5
Cc1ccc([N+](=O)[O-])cc1NC(=O)CN(C(=O)c1ccc(Cl)cc1)C1CCCCC1
  A = -29; B = -15; C = -0.2; D = -33; E = -3; F = 29; G = -3; H = -11; I = -1; J = 8
O=C(Cn1cc([N+](=O)[O-])cn1)NCc1cc2ccccc2[nH]1
  A = 0; B = -2; C = 1.4; D = 10; E = 1; F = 0; G = 7; H = -7; I = 1; J = 4
COc1ccccc1NC(=O)CN(Cc1ccco1)C(=O)c1ccc(Cl)nc1
  A = -15; B = -5; C = 0.5; D = -8; E = 0; F = 15; G = 21; H = 10; I = 0; J = 0
CC1CCN(C(=O)c2cc3c(=O)n4ccccc4nc3s2)CC1
  A = 3; B = 4; C = -2.3; D = 2; E = -8; F = -3; G = 14; H = 0; I = -1; J = 4
COc1ccc(NC(=O)CN(C)C(=O)c2ccc(N3CCCCCC3)c([N+](=O)[O-])c2)cc1
  A = -17; B = -6; C = -0.1; D = -13; E = 15; F = 17; G = 2; H = -8; I = 7; J = -4
Cc1[nH]nc(SCC(=O)NC(C)c2ccccc2)c1[N+](=O)[O-] (centres undefined)
  A = 15; B = -15; C = 0.7; D = 5; E = -3; F = -15; G = 15; H = 19; I = -3; J = -4
CCc1ccc(NC(=O)C(=O)NCC2CCCN2S(=O)(=O)c2ccccc2)cc1 (centres undefined)
  A = -5; B = -1; C = 0.5; D = -11; E = -1; F = 5; G = -4; H = -5; I = -2; J = 0
CCC(C)(C(=O)NC1CCCCC1)N(C(=O)C1CCC(=O)N1)c1ccccc1 (centres undefined)
  A = 11; B = 10; C = 1.1; D = -7; E = 1; F = -11; G = 10; H = -7; I = -1; J = -2
Cc1ccc(/C=C2/Sc3ccc(C(=O)NCc4ccccn4)cc3NC2=O)cc1
  A = 2; B = 7; C = 0.1; D = -10; E = -1; F = -2; G = -3; H = -14; I = 4; J = -9
Oc1ccc(Cl)cc1C=NN1CCCCCC1
  A = -11; B = -5; C = 0.6; D = 5; E = 0; F = 11; G = 22; H = 7; I = -9; J = 4
N#CCCN1CCN(S(=O)(=O)c2ccc(S(=O)(=O)N3CCOCC3)cc2)CC1
  A = 11; B = 4; C = 1.4; D = 0; E = /; F = -11; G = 15; H = -9; I = -3; J = -4
COc1ccc(C(C)NC(=O)CCc2ccccc2)cc1 (centres undefined)
  A = 16; B = 4; C = -2.1; D = -4; E = -2; F = -16; G = -14; H = -17; I = -5; J = 0
COc1ccc(N(C)C(=O)Cc2c(C(=O)O)[nH]c3ccccc23)cc1
  A = 22; B = -8; C = 0.7; D = -5; E = 1; F = -22; G = 12; H = 8; I = 0; J = -2
COc1ccccc1CN1C(=O)C(=O)N(Cc2cccc(C)c2)C1=O
  A = 12; B = -16; C = -1.2; D = 0; E = -1; F = -12; G = -23; H = -18; I = -7; J = -2
COc1ccccc1C1NC(c2ccccc2OC)C(C)C(=O)C1C (centres undefined)
  A = -4; B = 7; C = 1.6; D = 0; E = -1; F = 4; G = 5; H = 9; I = -3; J = -4
CC(=O)Nc1ccc(-n2nnnc2SCC(=O)NC2CCCC2)cc1
  A = 4; B = -11; C = 0.9; D = 1; E = -2; F = -4; G = -10; H = -16; I = -1; J = -4
Cc1ccc(O)c(C(=O)c2cnc3onc(-c4ccc(F)cc4)c3c2)c1
  A = -16; B = -12; C = 1.8; D = -13; E = 0; F = 16; G = 24; H = 4; I = -10; J = -2
Cc1ccc(CN2CCC(n3nccc3NC(=O)CCCc3ccccc3)CC2)o1
  A = 18; B = -2; C = -1.0; D = 5; E = 4; F = -18; G = 23; H = 17; I = -2; J = -2
COCCNC(=O)C(OC(=O)c1ccco1)c1ccccc1F (centres undefined)
  A = /; B = 3; C = 0.9; D = -4; E = -2; F = /; G = 14; H = -10; I = 1; J = -2
CCOc1ccc(C(C)=O)cc1N1C(=O)C2C3C=CC(C3)C2C1=O (centres undefined)
  A = 26; B = -6; C = 0.4; D = -12; E = 5; F = -26; G = 1; H = -7; I = 1; J = 3
Cc1cc(C)cc(C(=O)Nc2ccc(NC(=O)c3cccs3)cc2)c1
  A = -60; B = 1; C = -0.7; D = -6; E = -2; F = 60; G = 22; H = 0; I = 2; J = 0
Cn1c(=O)oc2cc(S(=O)(=O)Nc3ccc(F)cc3)ccc21
  A = 26; B = -5; C = -0.4; D = -2; E = -1; F = -26; G = -2; H = -8; I = -1; J = 1
CCN(CC)CCCNC(=O)CCC(=O)Nc1ccc2nc(N3CCC(C)CC3)cc(C)c2c1
  A = /; B = -5; C = -1.1; D = -9; E = 33; F = /; G = 20; H = -7; I = 2; J = 0
Cc1cc(OCC(=O)N(C)Cc2ccccc2)cc(C)c1Cl
  A = -1; B = 3; C = -1.7; D = 0; E = -3; F = 1; G = 20; H = -12; I = -14; J = -5
CCOC(=O)Cn1nc(C)n(-c2ccc(Br)cc2)c1=O
  A = 4; B = 1; C = -2.1; D = 7; E = -2; F = -4; G = -5; H = 5; I = -2; J = -5
CC(C)(C)c1nc(SCC(=O)Nc2ccc3c(c2)OCCO3)c2ccccc2n1
  A = -35; B = -2; C = -0.4; D = -1; E = 1; F = 35; G = -4; H = 8; I = -70; J = 2
CC1=C/C(=N\NC(=O)c2ccc(O)cc2)CC1
  A = 0; B = -5; C = 0.3; D = 6; E = 0; F = 0; G = 6; H = 0; I = -2; J = -1
C=CCn1c(SCC(=O)Nc2ccc(NC(=O)c3ccco3)c(OC)c2)nnc1-c1ccncc1
  A = -19; B = 8; C = -0.1; D = 0; E = -1; F = 19; G = 2; H = 6; I = 0; J = 1
O=S1OCCN1c1ccccc1 (centres undefined)
  A = 18; B = -7; C = 0.7; D = -2; E = /; F = -18; G = -3; H = -6; I = -2; J = 2
CCC(C)NC(=O)c1ccccc1NC(=O)CN1C(=O)c2ccccc2S1(=O)=O (centres undefined)
  A = -2; B = -2; C = -0.4; D = -1; E = /; F = 2; G = 0; H = -4; I = -2; J = 1

# Bioassay records as filed in PubChem BioAssay.
